DENV2 CPE rescue – protects cells from dengue virus 2 cytopathic effect; AID 651640; CPE inhibition, % at 9.99 µM; 350,000 tested, 1.7% active; DENV2-infected cells, cytopathic effect rescue, plate reader; in the data active means CPE inhibition above about 20%, passing the limit was not always enough; inconclusive means no clear call, values can overlap the other calls; tested in BHK-21 cells;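 further: 0% = median of neutral control wells and 100% = median of positive control wells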
ARNT TACC3 PPI – disruptors of human ARNT/TACC3 interaction. AlphaScreen His-ARNT PAS-B/GST-TACC3 binding, luminescence; TACC3 fragment carries E629A point mutation. Q9Y6A5. AID 623870. inhibition, % at 9.99 µM. 390,000 tested, 0.66% active;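 active means mean inhibition of replicates at least 50% and at least half of replicates each reaching 50%; inconclusive means half or more replicates reach 50% but mean below 50%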;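 further: 0% = complete ARNT plus TACC3 wells and 100% = ARNT alone without TACC3; many hits fall short of the cut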
Xi reactivation – activators of X-chromosome reactivation in mouse fibroblasts | XiGFP mouse fibroblasts, % GFP-positive cells imaging, 3 d; cells co-treated with 5-aza-dC sensitizer; scaled so ellipticine positive control = 100% | activation, % at 7.58 µM | AID 743238 | 360,000 tested, 0.055% active;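 active means mean normalized replicate activation at least 10% and every replicate at or above 10%; inconclusive means only one of the two criteria met; inactive means mean below 10% and not all replicates reach 10%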;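 further: 0% = median of on-plate neutral control wells and 100% = ellipticine 6 µM median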
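Material: XiGFP fibroblasts, SV40-immortalized. Buffer or medium: DMEM plus 5-aza-dC sensitizer. Compound: single concentration per compound, delivered by pin transfer. Times: 3 days compound exposure. Controls: ellipticine 6 µM.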
F508del corr – correctors of CFTR F508del function in bronchial epithelial cells. CFBE cells, YFP halide quenching; stimulated with forskolin plus potentiator P3; % fluorescence drop versus neutral controls. activity (quench increase), % at 7.58 µM. 350,000 tested, 0.36% active. AID 720511;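 active means mean added fluorescence quench of at least 8% versus neutral control, with both replicates also reaching 8%; inconclusive means only one of the mean or replicate conditions met; inactive means mean below 8% and not both replicates reaching 8%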;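 further: cells transiently co-express mutant CFTR-F508del with the halide-sensitive YFP; corrector assay measuring rescue of mutant channel to the surface after 24 h compound exposure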
EWS-Fli block – inhibitors of EWS/Fli oncoprotein transcriptional activity. A673 NR0B1-luciferase reporter, viability-normalised. inhibition, % at 12.6 µM. AID 651661. 350,000 tested, 0.67% active;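 active means mean inhibition of at least 50% after viability correction, with every replicate also passing that limit; inconclusive means mean reaches 50% but only one of two replicates passes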;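 further: firefly luciferase signal divided by Alamar Blue viability fluorescence both relative to DMSO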
PAX8 inh HTS – inhibitors of PAX8 transcriptional activity in RMG-I cells; RMG-I TPO-luciferase reporter, SteadyGlo, 24 h; inhibition, % at 12.6 µM; 360,000 tested, 1.2% active; AID 652154;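 active means mean replicate inhibition at least 60% with every replicate also reaching 60%; inconclusive means only one of the two criteria is met; inactive means mean below 60% and not all replicates reaching 60%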;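 further: luciferase light reporting Pax8 driven TPO promoter activity; plate controls were median of neutral control wells for no effect and mitoxantrone controls for full effect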
ERp5 inh – ERp5 (human) disulfide isomerase inhibition. ERp5 insulin aggregation, absorbance 650 nm, 90 min. inhibition, % at 9.99 µM. 350,000 tested, 0.05% active. Q15084. AID 651711;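 active means mean replicate inhibition above about 25%, with every replicate also reaching it, limit read from the data, passing the limit was not always enough; inconclusive means only one of those two criteria met; inactive means neither criterion met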
Target sequence (Q15084 whole entry, looked up): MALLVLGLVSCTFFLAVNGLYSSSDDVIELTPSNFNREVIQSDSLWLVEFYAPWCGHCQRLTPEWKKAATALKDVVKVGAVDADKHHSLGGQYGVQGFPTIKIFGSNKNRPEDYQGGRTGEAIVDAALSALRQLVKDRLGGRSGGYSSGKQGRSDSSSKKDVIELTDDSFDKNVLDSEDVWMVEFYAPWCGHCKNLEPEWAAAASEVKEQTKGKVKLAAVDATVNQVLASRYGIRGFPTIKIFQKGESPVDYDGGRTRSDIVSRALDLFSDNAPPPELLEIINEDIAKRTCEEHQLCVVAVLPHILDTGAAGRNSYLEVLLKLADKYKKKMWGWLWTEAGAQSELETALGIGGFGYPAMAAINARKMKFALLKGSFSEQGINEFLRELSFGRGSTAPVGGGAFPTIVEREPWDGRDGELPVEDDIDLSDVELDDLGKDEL
INS-1E GSIS act – GLuc luminescence reporter in INS-1E cells, primary screen for activators of glucose-dependent secretion of insulin. 370,000 tested, 0.61% active. activation, % at 16.6 µM. INS-1E GLuc reporter insulin secretion, 2-3 h;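 active means lowest replicate activation of at least 40%, so every replicate reaches that level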;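 further: 0% = median of neutral control wells and 100% = median of IBMX positive control wells; some compounds called inactive have numbers as strong as hits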
* = called active by the depositor; ? = inconclusive; . = not tested or not shown; & = joins results of further samples.

SMILES	DENV2 CPE rescue	ARNT TACC3 PPI	Xi reactivation	F508del corr	EWS-Fli block	PAX8 inh HTS	ERp5 inh	INS-1E GSIS act
COC(=O)C[C@H]1C[C@H]2c3cc(NC(=O)Nc4ccc(OC)cc4)ccc3O[C@H]2[C@H](CO)O1	4	3	0.0	-0.9	0	-8	.	-8
CCCN(C)C[C@@H]1OCCCC[C@@H](C)Oc2ccc(NS(=O)(=O)c3ccc(F)cc3)cc2C(=O)N([C@H](C)CO)C[C@@H]1C	?	8	0.4	-0.4	0	-17	-8	6
CCCNC(=O)N1[C@@H]2CNC[C@H]1C2c1ccc(-c2cccnc2)cc1 (some centres not stated)	-4&-4	.	0.0&0.0	-1.3&1.9	9	-6	2&1	1&-4
Fc1cccc(NC(=S)NCc2ccc(Cl)cc2)c1	9	0	0.3	.	-11	2	2	.
C[C@@H](CSc1ccc(Br)cc1)CN1CC[C@H](C(C)(C)C)CCC1=O	-10	-11	0.0	-5.8	13	18	4	-12
O=C(C[C@@H]1C=C[C@@H](NC(=O)C2CCC2)[C@H](CO)O1)NCc1ccccc1Cl	2	.	0.0	-1.6	-1	10	-8	-1
CC(C)c1cn(CC[C@@H]2CC[C@H](NC(=O)C3CC3)[C@@H](CO)O2)nn1	-3	-2	-0.9	0.4	-3	-3	-3	14
O=C(O)C1CCCCN1C(=O)c1ccc(S(=O)(=O)N2CCCC2)cc1 (configuration not stated)	3	0	-0.1	-0.2	-1	3	0	22
COCCCNC(=O)C[C@@H]1C[C@@]2(C(=O)OC)CC(C)(C)CC=C2N(Cc2ccccc2)C1=O	13	.	-0.1	1.6	-12	3	-1	22
CC1=CC(C)(C)NC(=S)N1c1ccc(C)cc1C	4	0	0.5	-0.9	16	13	2	-2
CCN(Cc1ccccc1)S(=O)(=O)c1ccc2c(c1)NC(=O)CC(=O)N2	6	-11	0.1	-1.4	9	2	-3	4
O=C(C[C@@H]1C[C@H]2c3cc(NC(=O)c4ccc5c(c4)OCO5)ccc3O[C@H]2[C@H](CO)O1)NCc1ccccn1	17	0	0.1	-0.6	-7	3	0	8
COc1ccc(/C=C/C(=O)N(C)C2CCS(=O)(=O)C2)cc1 (configuration not stated)	-13	13	0.1	0.9	2	2	5	11
CCN1C(C)=C(C)S/C1=C1\SC(=S)N(N)C1=O	3	2	-0.1	0.3	-20	4	-8	11
Cc1cc(OCc2cc3c(cc2Cl)OCO3)c2c(C)cc(=O)oc2c1	1	3	0.1	0.6	9	4	-1	32
CO[C@H]1CN(C)C(=O)c2ccc(NC(=O)C3CC3)cc2OC[C@@H](C)N(C(C)=O)C[C@H]1C	-3	6	0.3	-1.8	11	-6	-3	4
CC(C)CC#Cc1ccc([C@H]2[C@H](CO)N3C(=O)CN(C(=O)Nc4cc(F)ccc4F)C[C@@H]23)cc1	12	.	0.1	11*	5	9	2	-17
Cc1cc(C)c2nc(N3CCC(C(=O)NCC4CCCO4)CC3)sc2c1 (configuration not stated)	0	7	0.2	1.7	.	-17	4	-13
CCOc1ccc2c(c1)C(C)=CC(C)(C)N2S(=O)(=O)c1ccc(C)cc1	1	-1	0.5	2.3	24	82*	-5	-7
CCCNC(=O)N1C[C@@H]2[C@H](c3ccccc31)[C@H](CO)N2Cc1ccc2c(c1)OCO2	5	7	0.0	3.5	5	0	3	7
CC(=O)Nc1ccc(C(=O)Nc2ccc(S(=O)(=O)Nc3nccc(C)n3)cc2)cc1	-4	-14	0.0	-0.5	19	10	2	-6
CCCCNC(=O)CN1CCN(Cc2ccc3cc(OC)ccc3c2)CC1	15	-5	0.2	-1.3	-2	-12	9	0
CC(C)NC(=O)C1(C)CN(S(C)(=O)=O)CC(=O)N1CCCN1CCOCC1 (configuration not stated)	-7	.	0.8	1.6	-6	4	2	44*
COc1ccc(NS(=O)(=O)c2cc(NC(=O)[C@@H](NC(N)=O)C(C)C)ccc2C)cc1	-1	-2	0.0	-0.5	0	3	0	3
Cc1noc(C)c1S(=O)(=O)N1CCN(c2ccccc2)CC1	-3	-1	0.0	-0.5	0	1	3	-6

(cont.)
SMILES	DENV2 CPE rescue	ARNT TACC3 PPI	Xi reactivation	F508del corr	EWS-Fli block	PAX8 inh HTS	ERp5 inh	INS-1E GSIS act
Cc1ccc(C)c(SCC(=O)Nc2oc(C)c3c(C)n[nH]c(=O)c23)c1	-6	-2	0.0	1.1	7	3	16	-7
CC(C)(Oc1ccc(Cl)cc1)C(=O)OCC(=O)NCCc1ccc(S(N)(=O)=O)cc1	2	7	0.0	0.7	10	2	-7	4
Cc1ccc(NC(=O)CN2CCOCC2)cc1	-1	-4	0.1	-1.9	-3	13	-1	-3
COC(=O)Cc1csc(NC(=O)c2ccc3ncsc3c2)n1	4	-1	0.1	-1.2	-66	-123	-3	6
C/C(=N\NC(=O)COc1ccc(C)cc1[N+](=O)[O-])c1cccs1	-2	4	0.0	3.9	-36	-4	4	4
COc1ccc(C2C(C(=O)Nc3ccccc3OC)=C(C)Nc3ncnn32)cc1 (configuration not stated)	5	.	0.0	4.5	-10	-9	3	-8
CC1=C(C(=O)N(C(C)C)C(C)C)CC(CC(=O)NC(c2ccccc2)c2ccccc2)C(=O)N1Cc1ccc(C(C)(C)C)cc1 (configuration not stated)	1	.	0.0	-3.4	4	57	1	-19
COc1ccccc1NC(c1cccnc1)c1ccc2cccnc2c1O (configuration not stated)	5	-6	0.1	.	5	1	1	.
COc1ccc(N2CCN(C(=O)CCNC(=O)c3ccccc3)CC2)cc1	2	-7	0.0	-1.2	1	7	-1	11
COc1cccc(C(C(=O)NC2CCCC2)N(CCC(C)C)C(=O)CCC(=O)Nc2cc(C)on2)c1 (configuration not stated)	-4	-5	0.1	3.0	10	6	-2	9
CN1CCN(c2ccc(S(=O)(=O)N3CCOCC3)cc2NC(=O)CC(C)(C)C)CC1	1	3	-0.1	-0.5	14	11	2	.
C=CCOc1c(Br)cc(CNn2c(C)n[nH]c2=S)cc1OC	-4	4	0.0	-2.9	1	33	1	1
CCN(CC)/C(N)=N/c1nc(C)cc(C)n1	3	3	0.0	-1.2	5	4	2	2
Cc1ccc(S(=O)(=O)N(C)C[C@@H]2Oc3ccc(NS(=O)(=O)c4cccs4)cc3C(=O)N([C@H](C)CO)C[C@@H]2C)cc1	.	-11	0.1	4.3	-18	25	.	-5
O=C(COC(=O)CNC(=O)c1ccco1)NCc1ccc(F)cc1	8	3	0.0	-2.5	0	0	1	-18
CC(C)[C@@H](CO)NC(=O)[C@H]1[C@@H](c2ccccc2)N(c2ccccc2)O[C@@H]1C	-2	.	.	0.7	10	-11	0	.
C#CCN(C[C@H]1[C@H](OC(=O)NCc2ccccc2)[C@H](OC(=O)NCc2ccccc2)C[C@@H](C(=O)OC)[C@H]1C(=O)OC)S(=O)(=O)c1ccc(C)cc1	-10	.	-0.1	-1.1	5	12	5	-15
COc1ccc(NC(=O)CN(c2ccccc2)S(=O)(=O)N(C)C)cc1Cl	-5	.	0.0	-0.9	-1	5	0	-31
Cn1c(N)c(C(=O)COC(=O)c2cc(S(=O)(=O)NCc3ccccc3)ccc2O)c(=O)n(C)c1=O	-5	3	-0.1	1.7	-1	6	-7	-26
C=CCC(NC(=O)Cc1ccccc1)C(=O)NCCC (configuration not stated)	-5	-1	0.9	-1.0	-3	1	-8	2
CCC(C)Sc1ccc([C@H]2N[C@@](Cc3ccccc3)(C(=O)OC)[C@H]3C(=O)N(CC)C(=O)[C@@H]23)cc1OC (some centres not stated)	?	-12	-0.1	2.0	12	-5	1	0
Cc1ccc(C)c(N2CCN(C(C(=O)NC3CCCC3)c3ccco3)CC2)c1 (configuration not stated)	-1	.	0.2	-0.9	18	2	-2	-36
CC1Cc2ccccc2N1CC(=O)Nc1cc(S(=O)(=O)N2CCOCC2)ccc1Cl (configuration not stated)	0	.	0.0	3.4	12	27	-8	.
COCCn1c(=S)[nH]c2cc(C(=O)NC3CCCC(C)C3C)ccc2c1=O (configuration not stated)	-5	.	-0.1	1.5	7	-5	0	.
COc1ccc2c(c1)c(CC(=O)Nc1cccc(S(N)(=O)=O)c1)c(C)n2C(=O)c1ccc(Cl)cc1	.	-1	-0.2	7.3	-8	29	4	6
COc1cccc(CN2CC3(CCN(C)CC3)c3c([nH]c4cc(OC)ccc34)[C@H]2CO)c1	12	.	0.0	-2.3	3	.	-2	12
COc1cc(NC(=O)c2ccc(-c3ccnn3C)c3ccoc23)cc(OC)c1OC	-6	.	0.1	1.9	-34	-25	-1	.
C[C@@H]1CN([C@@H](C)CO)C(=O)c2cccc(NS(=O)(=O)c3cn(C)cn3)c2O[C@H]1CN(C)S(=O)(=O)c1cccs1	19	.	-1.1	-0.3	-12	-14	10	53

Some of these compounds in order of heavy-atom count, lowest first.
SMILES	DENV2 CPE rescue	ARNT TACC3 PPI	Xi reactivation	F508del corr	EWS-Fli block	PAX8 inh HTS	ERp5 inh	INS-1E GSIS act
CCN(CC)/C(N)=N/c1nc(C)cc(C)n1	3	3	0.0	-1.2	5	4	2	2
Cc1ccc(NC(=O)CN2CCOCC2)cc1	-1	-4	0.1	-1.9	-3	13	-1	-3
C=CCC(NC(=O)Cc1ccccc1)C(=O)NCCC (configuration not stated)	-5	-1	0.9	-1.0	-3	1	-8	2
C=CCOc1c(Br)cc(CNn2c(C)n[nH]c2=S)cc1OC	-4	4	0.0	-2.9	1	33	1	1
C/C(=N\NC(=O)COc1ccc(C)cc1[N+](=O)[O-])c1cccs1	-2	4	0.0	3.9	-36	-4	4	4
Cc1ccc(C)c(SCC(=O)Nc2oc(C)c3c(C)n[nH]c(=O)c23)c1	-6	-2	0.0	1.1	7	3	16	-7
COc1ccccc1NC(c1cccnc1)c1ccc2cccnc2c1O (configuration not stated)	5	-6	0.1	.	5	1	1	.
Cc1ccc(C)c(N2CCN(C(C(=O)NC3CCCC3)c3ccco3)CC2)c1 (configuration not stated)	-1	.	0.2	-0.9	18	2	-2	-36
CC(C)(Oc1ccc(Cl)cc1)C(=O)OCC(=O)NCCc1ccc(S(N)(=O)=O)cc1	2	7	0.0	0.7	10	2	-7	4
Cn1c(N)c(C(=O)COC(=O)c2cc(S(=O)(=O)NCc3ccccc3)ccc2O)c(=O)n(C)c1=O	-5	3	-0.1	1.7	-1	6	-7	-26
COc1cccc(C(C(=O)NC2CCCC2)N(CCC(C)C)C(=O)CCC(=O)Nc2cc(C)on2)c1 (configuration not stated)	-4	-5	0.1	3.0	10	6	-2	9
C[C@@H]1CN([C@@H](C)CO)C(=O)c2cccc(NS(=O)(=O)c3cn(C)cn3)c2O[C@H]1CN(C)S(=O)(=O)c1cccs1	19	.	-1.1	-0.3	-12	-14	10	53
Cc1ccc(S(=O)(=O)N(C)C[C@@H]2Oc3ccc(NS(=O)(=O)c4cccs4)cc3C(=O)N([C@H](C)CO)C[C@@H]2C)cc1	.	-11	0.1	4.3	-18	25	.	-5

Screening results deposited in PubChem BioAssay by Broad Institute.

This is a random part of the collection (roughly 4.2% active in at least one column).
